XBP1 UPR activ – activators of adaptive XBP1 UPR arm, primary screen, cell-based, CHO-XBP1 luciferase reporter, luminescence, uHTS; IRE1-XBP1 UPR activation; percent of tunicamycin response, DMSO as zero; activation, % at 20 µM; 330,000 compounds, 0.33% hits;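 active = versus positive control, 20 µM dose yields 30% or more activation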;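 also: 100% = tunicamycin at 10 µg/mL and 0% = DMSO only wells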
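incubation = overnight seeding at 37 °C, 6 h compound treatment at 37 °C | assay system = CHO-XBP1 cells stably carrying IRE1-XBP1-driven luciferase reporter | input = 1000 cells per well | detection = luciferase luminescence | dosing = single point, 20 µM final compound, 1% DMSO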
TIM10 inh – growth inhibitors of isogenic TIM10 control yeast, primary screen, counter-screen for tim10-1 yeast inhibitor project, luminescence, uHTS. S. cerevisiae TIM10 strain growth, BacTiter-Glo luminescence, 24 h. 330,000 compounds, 1.4% hits. inhibition, % at 10 µM;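 active = inhibition of 40% or more at the single tested concentration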;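 also: wild-type TIM10 isogenic control strain grown at permissive 25 °C; 0% = DMSO yeast wells and 100% = minimal medium wells without yeast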
Mdm2-MdmX inh – inhibitors of human Mdm2-MdmX association, primary screen, cell-based, luminescence, split luciferase, SaOS-2, uHTS; SaOS-2 split-luciferase Mdm2/MdmX complementation; inhibition, % at 8 µM; 330,000 compounds, 3% hits;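 active = inhibition of at least 50% at 8 µM in the primary screen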
Target sequence (O15151 whole entry, looked up): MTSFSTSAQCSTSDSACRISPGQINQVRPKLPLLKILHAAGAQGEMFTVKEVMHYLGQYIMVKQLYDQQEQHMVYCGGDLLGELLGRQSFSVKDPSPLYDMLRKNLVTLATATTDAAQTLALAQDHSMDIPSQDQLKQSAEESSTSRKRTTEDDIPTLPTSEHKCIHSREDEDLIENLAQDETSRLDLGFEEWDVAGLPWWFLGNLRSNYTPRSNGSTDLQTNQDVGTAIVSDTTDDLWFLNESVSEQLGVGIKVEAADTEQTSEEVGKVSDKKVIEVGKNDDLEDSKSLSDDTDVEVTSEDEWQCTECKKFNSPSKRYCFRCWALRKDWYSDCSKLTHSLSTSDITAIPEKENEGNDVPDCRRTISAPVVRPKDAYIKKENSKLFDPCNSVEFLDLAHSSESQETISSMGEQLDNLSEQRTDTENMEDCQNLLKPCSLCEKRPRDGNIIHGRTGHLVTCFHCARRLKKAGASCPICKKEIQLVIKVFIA
Target sequence (Q00987 whole entry, looked up): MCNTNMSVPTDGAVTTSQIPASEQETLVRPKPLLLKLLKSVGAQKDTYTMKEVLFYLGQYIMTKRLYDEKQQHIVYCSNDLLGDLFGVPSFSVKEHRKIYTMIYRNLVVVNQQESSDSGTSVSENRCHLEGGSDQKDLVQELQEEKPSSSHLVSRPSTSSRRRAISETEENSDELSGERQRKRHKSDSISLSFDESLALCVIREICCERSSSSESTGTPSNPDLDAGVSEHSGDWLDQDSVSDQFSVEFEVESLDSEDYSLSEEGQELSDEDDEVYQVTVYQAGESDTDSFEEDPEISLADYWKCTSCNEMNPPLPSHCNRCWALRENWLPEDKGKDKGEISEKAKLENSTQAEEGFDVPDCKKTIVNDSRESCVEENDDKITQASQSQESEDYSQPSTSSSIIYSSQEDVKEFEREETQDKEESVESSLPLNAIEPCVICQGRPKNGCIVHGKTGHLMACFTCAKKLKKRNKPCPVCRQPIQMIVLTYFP
CHOP UPR activ – activators of apoptotic CHOP UPR arm, primary screen, cell-based, CHO-CHOP luciferase reporter, luminescence, uHTS. activation, % at 10 µM. 330,000 compounds, 0.34% hits. UPR activation; percent of tunicamycin response over DMSO baseline;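 active = at 10 µM dose, activation of 40% or more, normalized to positive control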;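 also: 100% = tunicamycin at 10 µg/mL and 0% = DMSO alone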
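Assay system: CHO-CHOP cells, stable luciferase reporter of PERK-eIF2a-CHOP signalling / Buffer or medium: F12 plus 10% serum / Compound dosing: one dose, 10 µM in 0.5% DMSO / Times: 6 h compound treatment, 37 °C / Technique: luciferase luminescence / Read-out: % reporter activation, DMSO baseline versus tunicamycin full activation / Benchmarks: tunicamycin and DMSO controls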
APJ antagonist – antagonists of human apelin receptor APJ, primary screen, CHO-K1 cells, beta-arrestin complementation, luminescence; inhibition, % at 20 µM; 330,000 compounds, 0.32% hits; AID 2521, 2010;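 active = inhibition above about 40% at 20 µM, limit read from the data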;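 also: cells challenged with 10 nM apelin-13 agonist together with compound; plate controls were apelin-13 plus DMSO wells for no effect and DMSO wells lacking apelin-13 for full effect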
APJ agonist – agonists of human apelin receptor APJ, primary screen, CHO-K1 cells, PathHunter beta-arrestin, luminescence; 330,000 compounds, 0.11% hits; activation, % at 20 µM; 0% DMSO wells, 100% apelin;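 active = activation more than six SD over the plate average, tested at 20 µM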;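 also: 0% = DMSO alone and 100% = apelin-13 at 10 nM; some results filed as inactive read as strong as hits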
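Test system: CHO-K1 APJ beta-arrestin complementation cell line. Amount: cell density 1000 per well. Controls: DMSO negative, 10 nM Apelin-13 positive. Signal: luminescent beta-gal fragment complementation, chemiluminescent substrate. Read-out basis: agonist-driven arrestin binding to APJ. Timing: compound stimulation 90 min at 25 °C, detection 60 min.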
tim23-1 inh – growth inhibitors of tim23-1 mutant yeast, primary screen, luminescence, uHTS | S. cerevisiae tim23-1 growth, BacTiter-Glo luminescence, 24 h | inhibition, % at 20 µM | 330,000 compounds, 1.3% hits | AID 463212, 2010;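 active = growth inhibition of the mutant yeast at or above 50%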;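 also: temperature-sensitive mutant grown at 25 °C; plate controls were DMSO-treated mutant yeast for no effect and medium wells lacking yeast for full effect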
CXCR6 inh – CXCR6 receptor inhibitors, primary screen, cell-based, beta-arrestin, luminescence, CHO-K1 PathHunter, 1536-well; inhibition, % at 20 µM; 360,000 compounds, 0.36% hits; C-X-C chemokine receptor type 6 (Homo sapiens), O00574; in the data active = inhibition above about 34%, passing the limit was not always enough;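 also: antagonist mode with CXCL16 agonist at 10 nM final; 0% = 10 nM CXCL16 with DMSO and 100% = unstimulated wells without agonist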
tim10-1 inh – growth inhibitors of tim10-1 mutant yeast, primary screen, luminescence, uHTS; AID 463190, 2010; S. cerevisiae tim10-1 ts strain growth, BacTiter-Glo, 24 h; inhibition, % at 20 µM; 330,000 compounds, 2.2% hits;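 active = inhibition of at least 40%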;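 also: mutant grown at 25 °C; 0% = DMSO wells with yeast and 100% = wells holding no yeast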
Active calls of the source: *. An excerpt, so the mix of outcomes need not match the whole.

1: CC(C)C(NC(=O)c1cccnc1)C(=O)O (stereo not drawn)
2: Cc1cccc(C)c1NC(=O)C1=C(O)c2ccccc2N(C)S1(=O)=O
3: CSc1nnc(-c2ccccc2)o1
4: Cc1ccccc1NC(=O)Cn1nc(C)c2ccccc2c1=O
5: COc1ccc(Oc2cc(C)c3ccccc3n2)cc1
6: Cc1ccnc(N2C(=O)c3ccccc3C2Nc2ccc3c(c2)OCCO3)c1 (stereo not drawn)
7: Cc1nc2ccc3nc(NC(=O)c4ccco4)sc3c2s1
8: OC(CNc1nc2ccccc2s1)c1ccccc1 (stereo not drawn)

Screen / compound no.,1,2,3,4,5,6,7,8
XBP1 UPR activ,-1,-1,1,-2,16,-4,3,1
TIM10 inh,4,-3,-7,4,1,15,16,5
Mdm2-MdmX inh,12,22,0,-20,-4,-10,-126,-22
CHOP UPR activ,-0.7,0.3,1.6,5.0,3.0,-3.5,3.6,1.6
APJ antagonist,-1,16,-12,-25,-24,9,-27,1
APJ agonist,-2,-2,-5,-3,-3,-3,-2,-2
tim23-1 inh,6,2,11,19,23,34,-2,12
CXCR6 inh,1,-4,-7,-12,1,2,-9,4
tim10-1 inh,4,15,-26,16,8,25,13,0

Quoted at random: five compounds from above
1: CC(C)C(NC(=O)c1cccnc1)C(=O)O (stereo not drawn)
2: Cc1cccc(C)c1NC(=O)C1=C(O)c2ccccc2N(C)S1(=O)=O
6: Cc1ccnc(N2C(=O)c3ccccc3C2Nc2ccc3c(c2)OCCO3)c1 (stereo not drawn)
3: CSc1nnc(-c2ccccc2)o1
7: Cc1nc2ccc3nc(NC(=O)c4ccco4)sc3c2s1

Screen / compound no.,1,2,6,3,7
XBP1 UPR activ,-1,-1,-4,1,3
TIM10 inh,4,-3,15,-7,16
Mdm2-MdmX inh,12,22,-10,0,-126
CHOP UPR activ,-0.7,0.3,-3.5,1.6,3.6
APJ antagonist,-1,16,9,-12,-27
APJ agonist,-2,-2,-3,-5,-2
tim23-1 inh,6,2,34,11,-2
CXCR6 inh,1,-4,2,-7,-9
tim10-1 inh,4,15,25,-26,13

(continued)
9: CCN(CC)N=Nc1ccc(S(N)(=O)=O)cc1
10: Cc1cc(C)c2sc(C)[n+](CCCS(=O)(=O)[O-])c2c1
11: CCc1n[nH]c(=S)n1/N=C/c1ccc(NC(C)=O)cc1
12: O=C(CS(=O)(=O)c1ccc2ccccc2c1)N1CCCCCC1
13: O=C(NCC(=O)N1CCN(C/C=C/c2ccccc2)CC1)c1ccc(Br)cc1
14: O=C(COC(=O)c1cccc2ccccc12)Nc1cccnc1Cl
15: O=C(NCc1ccc2c(c1)OCO2)c1cc(-n2cnnc2)ccc1Cl
16: O=C(Nc1nc(-c2ccc(F)c(F)c2)cs1)c1ccc(OCC2CCCO2)cc1 (stereo not drawn)

Screen / compound no.,9,10,11,12,13,14,15,16
XBP1 UPR activ,0,-2,-1,2,0,-1,-4,-1
TIM10 inh,8,-5,-6,-16,3,6,-24,-37
Mdm2-MdmX inh,11,21,-19,15,26,-25,3,22
CHOP UPR activ,13,0.8,0.1,2.4,0.7,0.6,-0.3,6.4
APJ antagonist,-11,20,-14,-13,0,-3,-3,-10
APJ agonist,-3,-5,-3,-2,0,-2,-1,4
tim23-1 inh,-1,4,7,18,5,-19,-8,-16
CXCR6 inh,-3,6,1,0,-1,-4,-1,-24
tim10-1 inh,4,-1,6,17,-17,2,15,-2

Three compounds out of the list above, sorted by their value in Mdm2-MdmX inh, high to low:
#	Structure	Mdm2-MdmX inh	APJ antagonist	APJ agonist	CXCR6 inh
10	Cc1cc(C)c2sc(C)[n+](CCCS(=O)(=O)[O-])c2c1	21	20	-5	6
15	O=C(NCc1ccc2c(c1)OCO2)c1cc(-n2cnnc2)ccc1Cl	3	-3	-1	-1
14	O=C(COC(=O)c1cccc2ccccc12)Nc1cccnc1Cl	-25	-3	-2	-4

Later entries:
17: COc1ccc2c(c1)sc1nc(=O)ccn12
18: O=C(Nc1cc2c3c(c1)CC(=O)N3CCC2)c1ccccc1F
19: COc1ccc(OC)c(NC(=S)N2CCN(Cc3ccccc3)CC2)c1
20: O=Cc1ccc(N2CCCC2)o1
21: CC(NC(=O)/C(C#N)=C/c1ccc(N2CCOCC2)cc1)c1ccccc1 (stereo not drawn)
22: O=C(NC1CCCN(Cc2ccccc2F)C1)c1cccs1 (stereo not drawn)
23: Cc1cccc(NC(=O)CC(=O)Nc2cccc(C)c2)c1
24: CSCC(C)N1CCC(Oc2cccc(C(=O)NCc3ccccn3)c2)CC1 (stereo not drawn)

Screen / compound no.,17,18,19,20,21,22,23,24
XBP1 UPR activ,-3,-2,-5,0,-6,-1,0,-1
TIM10 inh,2,-1,4,12,22,6,5,8
Mdm2-MdmX inh,-11,11,0,-26,15,10,-1,-2
CHOP UPR activ,0.5,3.4,-1.9,1.7,-0.7,2.4,0.9,-1.4
APJ antagonist,10,11,-15,-5,3,-3,5,3
APJ agonist,-3,-3,-3,-3,3,-3,-1,-3
tim23-1 inh,-5,-1,1,4,33,9,10,-10
CXCR6 inh,2,-1,-9,-5,-2,6,-2,5
tim10-1 inh,-10,13,21,11,18,-10,-7,-5

25: N/N=C/C(=N\Nc1ccc(Cl)cc1)C(=O)c1ccncc1
26: CC1CCCCN1C(=O)C1COc2ccccc2O1 (stereo not drawn)
27: CC(=Nc1ccccc1O)c1sc2ccccc2c1O
28: Cc1cccn2c(=O)nc(SCC(=O)c3ccc(Cl)cc3)nc12
29: CN1CCN(CC(=O)Nc2nc3ccccc3s2)CC1
30: O=C(COc1ccc(Cl)cc1)NCCN1CCCCC1
31: CC1CCCCC1NC(=O)Cn1cnc2c1c(=O)n(C)c(=O)n2C (stereo not drawn)
32: CC(C)(CO)NC12CC3CC(CC(C3)C1)C2

Screen / compound no.,25,26,27,28,29,30,31,32
XBP1 UPR activ,2,3,4,-1,2,2,-3,-2
TIM10 inh,-17,-14,10,4,-3,-11,0,2
Mdm2-MdmX inh,-19,15,17,3,2,-19,-2,-4
CHOP UPR activ,0.3,-1.8,6.1,2.2,3.9,-1.3,0.5,-1.4
APJ antagonist,8,-1,-11,15,1,-25,1,4
APJ agonist,-5,1,-3,2,-2,-2,-2,-2
tim23-1 inh,-5,-6,22,6,-13,-5,-15,9
CXCR6 inh,-4,-18,-4,2,8,-1,-4,-7
tim10-1 inh,-9,-23,16,17,5,-3,-15,3

33: C#CCNC(=O)C1=C[C@H](c2csc3ccccc23)C[C@H](OCc2ccc(CO)cc2)O1
34: O=C(c1ccc(S(=O)(=O)N2CCOCC2)cc1)N1CCN(c2cccc(Cl)c2)CC1
35: CCN(CC)S(=O)(=O)c1cccc(C(=O)Nc2nnc(C)s2)c1
36: C#CCN(CC=C)C(=O)CCc1nnc(COc2ccccc2)o1
37: CCN1CCN(CCNC(=O)C2CCCN(Cc3nc(-c4cccc(Cl)c4)oc3C)C2)CC1 (stereo not drawn)
38: CC(Sc1nc2ncc(Cl)cc2[nH]1)C(=O)Nc1ccc(C(N)=O)cc1 (stereo not drawn)
39: COc1ccc2c(c1)nc(SCC(C)O)n2C (stereo not drawn)
40: CSCC[C@H](NC(=O)OC(C)(C)C)c1nnc(SCc2ccccc2)o1

Screen / compound no.,33,34,35,36,37,38,39,40
XBP1 UPR activ,0,-2,-3,4,-2,1,-1,-1
TIM10 inh,-13,19,3,2,3,-3,-5,14
Mdm2-MdmX inh,6,0,-9,-20,63*,15,4,-13
CHOP UPR activ,1.1,-3.1,-1.7,4.1,-3.3,1.9,1.3,-1.7
APJ antagonist,-1,-14,3,4,0,2,1,-10
APJ agonist,-4,0,-3,0,-3,3,-1,-2
tim23-1 inh,7,22,15,14,-11,-14,-4,19
CXCR6 inh,-2,6,12,1,4,-2,0,6
tim10-1 inh,4,24,21,11,-4,-11,8,32

41: COc1ccc(N2C(=O)CC(NNC(=O)c3ccc(Br)s3)C2=O)cc1 (stereo not drawn)
42: CCOc1ccc(S(=O)(=O)NC2CCCCC2C)cc1 (stereo not drawn)
43: CCOC(=O)c1c(S(=O)(=O)NCCc2cccs2)c(C)n(C)c1C
44: COc1ccc(C(=O)NC(C)c2nnc(SCC(=O)Nc3nc(C)cs3)n2C)cc1 (stereo not drawn)
45: Oc1ccc2c(c1)c1c3n2CCNC3CCC1 (stereo not drawn)
46: COC(=O)c1c(C)[nH]c(C(=O)C(C)OC(=O)c2cnc(C)cn2)c1C (stereo not drawn)
47: O=C(c1cccc(Cl)c1)N1CCN(Cc2ccccc2F)CC1
48: CCS(=O)(=O)N1Cc2ccccc2CC1C(=O)Nc1nnc(SCc2c(Cl)cccc2Cl)s1 (stereo not drawn)

Screen / compound no.,41,42,43,44,45,46,47,48
XBP1 UPR activ,-1,-3,-7,-1,-1,0,0,-2
TIM10 inh,13,5,8,-13,-27,12,1,8
Mdm2-MdmX inh,-2,9,-13,9,3,13,27,13
CHOP UPR activ,-3.8,0.5,0.9,0.6,-0.7,-1.6,-0.6,1.0
APJ antagonist,10,-6,22,15,4,-12,6,-6
APJ agonist,-4,-3,2,1,-1,2,0,2
tim23-1 inh,2,39,3,3,7,13,3,14
CXCR6 inh,3,-2,12,-7,-7,-7,-1,7
tim10-1 inh,10,38,12,10,3,4,18,20

49: CC(=O)N1CCN(C(=O)COC(=O)CNC(=O)c2ccc(C)cc2)CC1
50: C[C@H](NC(=O)c1ccc2ccccc2c1)C(=O)N1CCC2(CC1)NCCc1[nH]cnc12
51: COCC1CCN(Cc2cn(-c3ccccc3F)nc2-c2cc(C)sc2C)CC1
52: CSCCC(NC(=O)COc1ccccc1)C(=O)N(C)CC(=O)Nc1ccc(C)cc1 (stereo not drawn)
53: O=C(NCC1(c2ccccc2)CCCC1)c1cccc(Br)c1
54: COc1cc(C)ccc1S(=O)(=O)NC1CC(C)(C)NC(C)(C)C1
55: COc1ccccc1NC(=O)c1cccc2c(Br)cccc12
56: COc1ccc(CCNC(=O)C2CC(c3cccc([N+](=O)[O-])c3)=NO2)cc1 (stereo not drawn)
57: CCN1CCN(C(c2ccccc2)c2nnnn2Cc2ccccc2)CC1 (stereo not drawn)

Screen / compound no.,49,50,51,52,53,54,55,56,57
XBP1 UPR activ,0,-4,-5,-1,-3,-4,-3,4,0
TIM10 inh,0,-6,9,-2,21,4,14,5,-3
Mdm2-MdmX inh,22,14,-15,18,19,13,-3,-80,9
CHOP UPR activ,0.8,-1.5,-0.4,0.4,-3.5,2.6,0.2,2.3,1.6
APJ antagonist,21,23,16,15,24,6,-1,7,11
APJ agonist,-2,-3,-4,-2,-2,-5,1,1,-4
tim23-1 inh,-10,-14,10,8,37,-2,28,22,-8
CXCR6 inh,-17,-8,-2,-9,1,-12,1,-2,6
tim10-1 inh,-14,-5,3,-4,27,-14,32,12,2

Source: PubChem
